High-throughput results as filed in PubChem.
TRPC6 activator: activators of mouse TRPC6 channel | Q61143 | HEK293-TRPC6 membrane potential dye fluorescence; hits give high values | B-score at 10 µM | hit rate 0.13% among 310,000 | AID 2550;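 active = B-score of the integrated fluorescence ratio above library mean plus 3 SD, and starting fluorescence ratio within library mean plus 5 SD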;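 also: higher score means more depolarization so channel activation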
TMEM16A act: mouse TMEM16A channel activation, primary screen. Q8BHY3. HEK293 TMEM16A/YFP-H148Q/I152L, iodide quench fluorescence; hits give low values. B-score at 10 µM. hit rate 0.3% among 340,000. AID 623877;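 active = fluorescence-ratio B-score plate-corrected deviation score at least 3 library SD below zero, with starting fluorescence score within 5 deviations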;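 also: channel opened by trigger with iodide after compound preincubation; score built on the fluorescence ratio of max minus min over baseline; more negative score means more quench and so TMEM16A activation or potentiation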
TRPC6 inh: inhibitors of mouse TRPC6 channel. AID 2553. B-score at 10 µM. Q61143. hit rate 1.1% among 310,000. HEK293-TRPC6, membrane potential dye, ACh-evoked depolarization; hits give low values;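 active = B-score under library mean minus 3 SD, initial fluorescence not abnormally high, positive integrated signal ratio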;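 also: B-score derived from integrated fluorescence ratio over the kinetic read; more negative B-score means stronger inhibition of depolarization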
MrgX1 PAM: allosterically activates human MrgX1 receptor signaling; Q96LB2; MrgX1-HEK293, Fluo-4 calcium flux, FDSS; hits give high values; B-score at 10 µM; hit rate 0.63% among 310,000; AID 588675;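 active = plate-corrected calcium response at least 3 library SD above typical, normal starting fluorescence, not activating the receptor alone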;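 also: compound read alongside a low EC10 to EC30 dose of BAM8-22 agonist; peak minus trough fluorescence over baseline measured at the second addition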
Target sequence (Q96LB2 whole entry, looked up): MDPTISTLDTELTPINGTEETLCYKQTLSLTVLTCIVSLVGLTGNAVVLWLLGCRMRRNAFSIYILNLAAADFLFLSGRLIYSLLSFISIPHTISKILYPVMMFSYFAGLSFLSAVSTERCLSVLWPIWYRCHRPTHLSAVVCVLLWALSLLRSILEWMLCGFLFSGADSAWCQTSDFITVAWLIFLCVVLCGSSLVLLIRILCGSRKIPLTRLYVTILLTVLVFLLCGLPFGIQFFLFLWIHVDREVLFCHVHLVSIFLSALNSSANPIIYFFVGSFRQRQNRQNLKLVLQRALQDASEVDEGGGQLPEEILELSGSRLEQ
ANO1 block: blocks the mouse calcium-activated chloride channel TMEM16A; HEK293 TMEM16A/YFP iodide influx fluorescence, ionomycin; normalized B-score (activity score, 25-100; higher = stronger inhibition) at 10 µM; hit rate 1.2% among 310,000; AID 588511;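 active = ratio plate-corrected score three or more library SD toward inhibition, starting fluorescence score within five deviations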;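 also: score derived from kinetic fluorescence span divided by baseline fluorescence per well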
TRPC4 agonist: opens the mouse TRPC4 cation channel | Q9QUQ5 | HEK293 TRPC4beta/mu-opioid, Fluo4 calcium fluorescence; hits give high values | B-score at 10 µM | hit rate 0.49% among 310,000 | AID 2237;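 active = B-score above 5 SD of library B-scores, and initial fluorescence ratio not above library mean plus 5 SD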;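 also: positive B-score marks a calcium rise read as TRPC4 activation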
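Assay system – TRPC4beta and mu-opioid receptor HEK293 stable cells · Measured by – Fluo4 fluorescence, kinetic · Schedule – dye loading 45 min room temperature, 110 s kinetic read · Read-out – B-scored integrated calcium fluorescence ratio · Controls – buffer and maximal DAMGO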
RGS4 block: inhibitors of human RGS4; HEK293 M3R/RGS4 inducible, Fluo-4 calcium flux; hits give high values; triggered by carbachol at its EC20; AID 463165; B-score at 10 µM; P49798; hit rate 0.45% among 310,000;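 active = B-score, a plate-corrected calcium signal, over three deviations above library mean, with baseline fluorescence within five deviations of library mean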;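 also: RGS4 expression induced by doxycycline in cells with stable M3 receptor; B-score is computed from the integrated fluorescence ratio over baseline after carbachol; higher B-score means a larger calcium signal and so more RGS4 inhibition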
Target sequence (P49798 whole entry, looked up): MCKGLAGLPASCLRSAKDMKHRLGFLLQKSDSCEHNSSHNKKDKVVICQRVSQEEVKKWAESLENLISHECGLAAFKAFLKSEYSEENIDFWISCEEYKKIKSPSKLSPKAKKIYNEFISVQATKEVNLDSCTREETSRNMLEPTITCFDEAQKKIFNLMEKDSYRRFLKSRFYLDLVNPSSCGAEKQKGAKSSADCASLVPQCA
TRPC4 potent: allosteric potentiators of mouse TRPC4 channel. Q9QUQ5. AID 2227. HEK293 TRPC4beta/mu-opioid, DAMGO EC20, Fluo-4 Ca2+ flux; hits give high values. B-score at 10 µM. hit rate 0.42% among 310,000;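 active = B-score of calcium response area above 5 SD of library B-scores, with initial fluorescence ratio within 5 SD of library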;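 also: B-score of integrated fluorescence ratio over time as area under calcium response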
MrgX1 antagonist: blocks BAM8-22 activation of human MrgX1 receptor | hit rate 1.3% among 310,000 | MRGX1-HEK293 calcium flux, Fluo-4, BAM8-22 antagonism; hits give low values | B-score at 10 µM | Q96LB2 | AID 588676;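 active = calcium-response B-score plate-corrected more than 3 library SD below zero, starting fluorescence within 5 deviations, no agonist response on first addition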;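 also: peak minus trough fluorescence over baseline after final BAM8-22 challenge near maximal dose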
MrgX1 ag: agonists of human MrgX1 receptor; Q96LB2; MrgX1-HEK293 cells, Fluo-4 calcium fluorescence, agonist mode; hits give high values; B-score at 10 µM; hit rate 0.44% among 310,000; AID 588627;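 active = calcium response B-score plate-corrected fluorescence ratio at least 3 library SD, with starting fluorescence B-score inside 5 SD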
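System: HEK293 cells stably expressing human MrgX1 receptor; Dosing: test compound in the initial addition of three; Schedule: overnight plating, then 30 min 37 °C plus 30 min room-temperature dye loading; Detection: kinetic calcium dye fluorescence, Fluo-4 NW; Controls: per-plate positive and negative controls for Z′ factor.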
TRPC4 inh: TRPC4 (mouse) channel inhibition; HEK293 TRPC4beta/mu-opioid, DAMGO-evoked Fluo4 calcium flux; hits give low values; hit rate 0.39% among 300,000; Q9QUQ5; B-score at 10 µM;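 active = B-score over 3 SD under the library average, no early fluorescence shift, positive overall ratio signal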
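Material: HEK293 cells with stable TRPC4beta plus mu-opioid receptor expression; probe or stimulus: DAMGO in two steps, submaximal then maximal; technique: Fluo4 calcium fluorescence by kinetic imaging, 5 s 1 Hz baseline; measure: integrated fluorescence ratio relative to baseline, converted to per-well B score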
Active calls of the source: *; i = inactive; / = no result given.

SMILES	TRPC6 activator	TMEM16A act	TRPC6 inh	MrgX1 PAM	ANO1 block	TRPC4 agonist	RGS4 block	TRPC4 potent	MrgX1 antagonist	MrgX1 ag	TRPC4 inh
Cc1ccc(CNc2cc(-c3nn4c(C)nnc4s3)ccc2C)s1	i	i	i	i	i	i	i	i	i	i	i
O=C(NCc1cc(C(F)(F)F)cc(C(F)(F)F)c1)C1CC(c2cccc([N+](=O)[O-])c2)=NO1 (configuration not stated)	i	i	i	i	i	i	i	i	i	i	i
CCOC(=O)C1=C(c2ccccc2)NC(=O)NC1c1cc(OCC)c(O)c([N+](=O)[O-])c1 (configuration not stated)	i	i	i	i	i	i	i	i	i	i	i
O=C(O)c1cc2c(ccc3ccccc32)oc1=O	i	i	i	i	i	i	i	i	i	i	i
O=C(OCc1nc2ccccc2s1)c1cc2ccccc2oc1=O	i	/	i	i	i	i	i	i	i	i	i
CCN1CCN(Cc2ccc(OCc3ccccc3)cc2)CC1	i	i	i	i	i	i	i	i	i	i	i
COc1ccc(C2/C(=C(/O)c3ccc(OC(C)C)cc3)C(=O)C(=O)N2CCCN2CCOCC2)cc1 (configuration not stated)	i	i	i	i	i	i	i	i	i	i	i
c1ccc(-c2nc(CSc3nnc(-c4cccs4)o3)cs2)cc1	i	i	i	i	100*	i	i	i	i	i	i
Cc1ccc(-n2cc(C(=O)c3ccc(F)cc3)nn2)cc1Cl	i	i	i	i	i	i	i	i	i	i	i
CCO[C@@H]1OC(C(=O)N2CCN(Cc3ccc4c(c3)OCO4)CC2)=C[C@H](C2CCCCC2)[C@H]1CCCO	i	i	i	i	i	i	i	i	i	i	i
CCCC(CCC)C(=O)NC1CCN(Cc2ccccc2)CC1	i	i	i	i	i	i	i	i	i	i	i
CCN1CCN(Cc2ccc(NC(=O)c3cc(NC(=O)c4nccnc4N)cc(OC)c3)cc2C(F)(F)F)CC1	i	i	i	i	i	i	i	i	i	i	i
O=S(=O)(Nc1cccnc1)c1cccc(C(F)(F)F)c1	i	i	i	i	i	i	i	i	i	i	i
COc1ccc(N(C(=O)c2snc(C(N)=O)c2N)C(C(=O)NCC2CCCO2)c2ccc(C)o2)cc1OC (configuration not stated)	i	i	i	i	i	i	i	i	i	i	i
Cc1cccc(-n2c(C)cc(/C=N\NC(=O)c3cccs3)c2C)c1	i	i	i	i	i	i	i	i	i	i	i
NC(=O)c1ccc(NC(=O)COC(=O)C2CC(=O)N(Cc3ccccc3)C2)cc1 (configuration not stated)	i	i	i	i	i	i	i	i	i	i	i
COCCNC(=O)c1cn(C)c2ccc(S(=O)(=O)N(C)C3CCCCC3)cc2c1=O	/	i	/	i	i	/	/	/	i	i	/
CCOc1cc(N2CCOCC2)c(OCC)cc1NC(=O)Cc1ccc(OC)c(OC)c1	i	i	i	i	i	i	i	i	i	i	i
Cc1cc(Nc2ccccc2)nc(N2CCN(C(=O)c3ccc4c(c3)OCO4)CC2)n1	i	i	i	i	i	i	i	i	i	i	i
CCCN(CC(=O)Nc1cc(Cl)ccc1Cl)C(=O)c1ccccc1SCC(=O)N1CCCC1	i	i	i	i	i	i	i	i	i	i	i
CCN(CC)S(=O)(=O)c1ccc(C)c(NC(=O)COC(=O)[C@@H]2CCCN2C(=O)c2cccs2)c1	i	i	i	i	i	i	i	i	i	i	i
Cc1ccc2c(c1)C(=NC1CCCCC1)c1cc3ccccc3nc1-2	i	i	i	i	i	i	i	i	i	i	i
CCOCCCn1cc(C(=O)c2cc(Br)ccc2O)cc(C#N)c1=O	i	i	i	i	i	i	i	i	i	i	i
Cc1cc(=O)oc2c(C)c(OCC(=O)NCCc3ccc(S(N)(=O)=O)cc3)ccc12	i	i	i	i	i	i	i	i	i	i	i
O=C(NC1CCCCC1)C(c1ccccn1)N(C(=O)c1csnn1)C1CCCCC1 (configuration not stated)	i	i	i	i	i	i	i	i	i	i	i
CCN1CCN(c2ccc(S(=O)(=O)N3CCCCC3)cc2NC(=O)COc2ccc(Cl)c(C)c2)CC1	i	i	i	i	i	i	i	i	i	i	i
Cc1nc(C(=O)NNC(=O)c2cccc(Cl)c2)c(C(F)(F)F)o1	i	i	i	i	i	i	i	i	i	i	i
CC(=O)NS(=O)(=O)c1ccc(N=c2ssc3c2-c2cc(C)ccc2NC3(C)C)cc1	i	i	i	i	i	i	i	i	i	i	i
O=[N+]([O-])c1ccc(S(=O)(=O)N/N=C/c2ccco2)cc1	i	i	i	i	i	i	i	i	i	i	i
Cc1ccc(C(=O)C2C(c3ccc(-c4ccccc4[N+](=O)[O-])o3)NC(=O)NC2(O)C(F)(F)F)cc1 (configuration not stated)	i	i	i	i	i	i	i	i	i	i	i
O=C(O)c1ccccc1C(=O)Nc1n[nH]c(=S)s1	i	i	i	i	i	i	i	i	i	i	i
CC(=O)N1CCc2cc(S(=O)(=O)CCC(=O)N3CCC(C)CC3)ccc21	i	i	i	i	i	i	i	i	i	i	i
Cc1c(NC(=S)NC(=O)CSc2ccc(Cl)cc2)cccc1C(=O)O	i	i	i	i	i	i	i	i	i	i	i
CSc1nnc(Cn2c(=O)sc3ccccc32)n1-c1ccccc1	i	i	i	i	i	i	i	i	i	i	i
O=C(NCCOc1ccccc1)c1n[nH]c(=O)c2ccccc12	i	i	i	i	i	i	i	i	i	i	i
Cc1ccc(Cl)cc1N1CCN(S(=O)(=O)c2c(C)[nH]c(=O)[nH]c2=O)CC1	i	i	i	i	i	i	i	i	i	i	i
CN1CCCC(C#CC(O)(c2ccccc2)c2ccccc2)C1 (configuration not stated)	i	i	-8.75*	i	i	i	i	i	i	i	i
CCCCc1ccc(N2C(=O)[C@@H]3C(CC(N)=O)NC4(C(=O)Nc5ccc(F)cc54)[C@@H]3C2=O)cc1 (some centres not stated)	i	i	i	i	i	i	i	i	i	i	i
NC(=O)[C@@H]1CC2(CC(c3cccc(NC(=O)COc4ccc(Cl)cc4)c3)=NO2)CN1C(=O)COc1ccc(Cl)cc1 (some centres not stated)	i	i	i	i	i	i	i	i	i	i	i
Cc1ccc(OCC(=O)NCc2ccccn2)cc1	i	i	i	i	i	i	i	i	i	i	i
Nc1ccc(Sc2cc(Cl)nc(N)n2)cc1	i	/	i	i	i	i	i	i	i	i	i
Cc1cc(C)c(NC(=S)NC(CO)(CO)CO)c(C)c1	i	i	i	i	i	i	i	i	i	i	i
CNc1ccc(OC)cc1-n1cnc(-c2ccc([N+](=O)[O-])cc2)c1	i	i	i	i	i	i	i	i	i	i	i
O=C(O)CCn1c(=O)c2ccccc2c2ccccc2c1=O	i	i	i	i	i	i	i	i	i	i	i
Cc1ccc2c(C)ccc(O)c2n1	i	i	i	i	i	i	i	i	i	i	i
COc1ccc(N=Cc2ccc[nH]2)cc1	i	i	i	i	i	i	i	i	i	i	i
CCC1SC2=NC(C)=C(C(=O)OCCOC)C(/C=C/c3ccccc3OC)N2C1=O (configuration not stated)	i	i	i	i	i	i	i	i	i	i	i
COc1ccccc1NC(=S)N1CCN(Cc2ccc3c(c2)OCO3)CC1	i	i	i	i	i	i	i	i	i	i	i
Cn1c(=O)cc(SCC(=O)N2CCN(c3ccccn3)CC2)c2ccccc21	i	i	i	i	i	i	i	i	i	i	i
Cc1nc(-c2ccccc2)sc1C1(C)CC(c2cccc([N+](=O)[O-])c2)=NO1 (configuration not stated)	i	i	i	i	i	i	i	i	i	i	i
O=C(COC(=O)CCc1nc2ccccc2s1)NCc1ccco1	i	i	i	i	i	i	i	i	i	i	i
CCC(=O)N/N=C/c1ccc(OS(=O)(=O)c2ccccc2)cc1	i	i	i	i	i	i	i	i	i	i	i
O=S(=O)(c1cccc2cccnc12)N1CCCc2ccccc21	i	i	i	i	i	i	i	i	i	i	i
CCOc1ccccc1C(=O)NC(C(=O)NCc1ccccc1OC)C(C)C (configuration not stated)	i	i	i	i	i	i	i	i	i	i	/
COc1ccc([C@@H]2CC=C(C(=O)O)CN2S(=O)(=O)c2ccc(C)cc2)cc1OC	/	i	/	i	i	/	/	/	i	i	/
Cc1ccc(C(=O)N/C(=C\c2cn(S(=O)(=O)N(C)C)c3ccccc23)C(=O)N2CCCC2)cc1	i	i	i	i	i	i	i	i	i	i	i
NC(=O)N/N=C/c1cn(-c2ccccc2)nc1-c1ccccc1	i	i	i	i	i	i	i	i	i	i	i
COc1ccc(-c2nc(CSCC(=O)NC3CCCC3)c(C)o2)cc1OC	i	i	i	i	i	i	i	i	i	i	i
Clc1cccc(CSc2nnc([C@@H]3CCCN3)o2)c1	i	i	i	i	i	i	i	i	i	i	i
CNS(=O)(=O)c1cc(NC(=O)c2cnc(SC)n2-c2ccccc2)ccc1C	i	i	i	i	i	i	i	i	i	i	i
Next structures:
SMILES	TRPC6 activator	TMEM16A act	TRPC6 inh	MrgX1 PAM	ANO1 block	TRPC4 agonist	RGS4 block	TRPC4 potent	MrgX1 antagonist	MrgX1 ag	TRPC4 inh
CC1(C)C(=O)OC(c2cccn2-c2cccc([N+](=O)[O-])c2)C2(CCCCC2)C1=O (configuration not stated)	i	/	i	i	i	i	i	i	i	i	i
COc1ccccc1C(=O)NCCC(=O)NC(C)CCc1ccccc1 (configuration not stated)	i	i	i	i	i	i	i	i	i	i	i
O=C(NCc1ccco1)C1CCCN1C(=O)Nc1cccc(Cl)c1 (configuration not stated)	i	i	i	i	i	i	i	i	i	i	i
COc1ccc(C2CN=NC23CCCc2ccccc2C3=O)cc1 (configuration not stated)	i	i	i	i	i	i	i	i	i	i	i
CC1C=CCC2C(=O)N(c3cccc(C(=O)NCc4ccccc4)c3)C(=O)C12 (configuration not stated)	i	i	i	i	i	i	i	i	i	i	i
